PTPN22 act: LYP (human) phosphatase activation. recombinant LYP, DiFMUP fluorescence; 0 = plate median, 100 = signal doubled. Q9Y2R2. hit rate 0.11% among 96,000. activation, % at 2 µM;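 active means activation at 2 µM above a set limit, the mean plus 5 SD, cut at about 37% in these data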
CYP2C9 act: CYP2C9 (human) activation | activation factor at 5 µM | hit rate 1.4% among 96,000 | recombinant CYP2C9, luciferin-H conversion, luminescence; active compounds read high; factor 1 = untreated enzyme, 0 = blocked | AID 1024;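 active means activation factor of 2 or more for CYP2C9 at a 5 µM dose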;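 further: 0 = sulfaphenazole-blocked wells and 1 = vehicle-only wells; values of inactives mirror those of a sister screen read the other way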
Pyk2 oligo antag: Pyk2 (human) oligomerization antagonism; Q14289; Q293 cells, Pyk2 FERM NanoBiT luminescence; active compounds read low; z-score (the deposit names both 25 µM and 10 µM); hit rate 0.83% among 99,000;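 active means Z-score of -3 or lower, scaled per plate to the spread of control and sample wells; inactive means z-score above -3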;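 further: negative z-score means lost luminescence so less FERM oligomerization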
Target sequence (Q14289 whole entry, looked up): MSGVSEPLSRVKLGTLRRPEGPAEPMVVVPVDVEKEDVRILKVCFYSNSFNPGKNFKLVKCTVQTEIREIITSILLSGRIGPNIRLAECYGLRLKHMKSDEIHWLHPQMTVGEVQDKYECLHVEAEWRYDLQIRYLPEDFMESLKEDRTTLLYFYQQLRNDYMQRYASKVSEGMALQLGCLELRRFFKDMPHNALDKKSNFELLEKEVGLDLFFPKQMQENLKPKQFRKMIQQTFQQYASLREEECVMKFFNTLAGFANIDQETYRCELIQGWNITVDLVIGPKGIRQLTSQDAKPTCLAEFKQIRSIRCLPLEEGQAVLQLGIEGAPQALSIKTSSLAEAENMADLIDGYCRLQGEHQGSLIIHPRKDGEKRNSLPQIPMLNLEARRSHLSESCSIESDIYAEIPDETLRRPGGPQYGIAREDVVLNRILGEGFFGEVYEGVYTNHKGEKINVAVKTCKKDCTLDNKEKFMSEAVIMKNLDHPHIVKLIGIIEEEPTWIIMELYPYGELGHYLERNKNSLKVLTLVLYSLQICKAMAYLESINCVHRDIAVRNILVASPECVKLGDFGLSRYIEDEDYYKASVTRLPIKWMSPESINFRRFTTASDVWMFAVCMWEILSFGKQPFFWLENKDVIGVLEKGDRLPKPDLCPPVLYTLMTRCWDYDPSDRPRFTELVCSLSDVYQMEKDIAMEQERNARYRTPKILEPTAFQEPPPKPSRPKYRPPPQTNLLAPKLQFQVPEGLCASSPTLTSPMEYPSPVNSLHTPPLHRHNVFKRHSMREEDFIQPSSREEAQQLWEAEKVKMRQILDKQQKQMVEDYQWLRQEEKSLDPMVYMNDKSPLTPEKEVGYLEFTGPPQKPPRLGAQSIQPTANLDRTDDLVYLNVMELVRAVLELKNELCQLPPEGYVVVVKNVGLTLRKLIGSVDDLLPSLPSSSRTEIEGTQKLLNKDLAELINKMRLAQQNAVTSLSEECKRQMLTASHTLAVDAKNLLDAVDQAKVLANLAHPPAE
CYP2C9 inhib: inhibitors of human CYP2C9. P11712. CYP2C9 Supersomes, luciferin-H conversion, luminescence. inhibition, % at 5 µM. hit rate 20% among 96,000. AID 777;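 active means blocking of liver enzyme CYP2C9 beyond about 50% at 5 µM, limit read from the data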; further: values of inactives mirror those of a sister screen read the other way
Ecoli WT expand: growth inhibitors of E. coli BW25113 wild type. growth inhibition, % at 100 µM. hit rate 0.15% among 98,000. OD600 absorbance;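 active means growth inhibition above about 50% at one test dose, limit read from the data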;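 further: growth measured after 20 h incubation at 37 °C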
LYP inh 2: blocks human PTPN22 phosphatase activity; Q9Y2R2; recombinant LYP catalytic domain, DiFMUP fluorescence; inhibition, % at 2 µM; hit rate 0.21% among 96,000; AID 640;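 active means inhibition at 2 µM at or above a set limit, the screen mean plus 3 SD, cut at about 24% in these data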;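 further: 0% = DMSO with enzyme and 100% = enzyme fully blocked by orthovanadate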
DAT uptake mod: modulates human dopamine transporter uptake under cocaine; B-score at 10 µM; LLC-PK1 hDAT cells, [14C]-dopamine uptake with cocaine IC80; actives deviate in either direction; hit rate 1.3% among 110,000;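 active means Z score or B-score, a plate-position-corrected score, falls beyond the plate's 99.7% confidence bounds, in either direction; inactive means both scores lie inside the 99.7% bounds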;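 further: scored against the spread of the other compound wells on the same plate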
PostGolgi ctrl: yeast control strain growth, post-Golgi counter-screen; efflux-deficient yeast background strain, growth absorbance A615, 16 h; inhibition, % at 10 µM; hit rate 5% among 98,000; AID 738
PostGolgi yeast: growth inhibition of a yeast mutant, post-Golgi transport screen | inhibition, % at 10 µM | post-Golgi transport phenotypic cell assay | AID 739 | hit rate 0.9% among 98,000;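 further: yeast cells grown in 1536-well plates; yeast grown about 18 h at 30C before absorbance read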
* = called active by the depositor; · = not tested or not shown. Unless noted, no stated cut-off is given here; in the data, active means inhibition above about 30%; inactive means the rest. Rows were taken by chance; any-hit rate near 24%.

SMILES	PTPN22 act	CYP2C9 act	Pyk2 oligo antag	CYP2C9 inhib	Ecoli WT expand	LYP inh 2	DAT uptake mod	PostGolgi ctrl	PostGolgi yeast
CN(C)CCNC(=O)c1ccccc1-c1ccccc1	7.1	0.9	0.65	13.5	2.0	-8.6	-0.126	-6.4	12.5
COc1ccc(CCn2c(-c3ccco3)nc3ccccc3c2=O)cc1OC	-1.3	0.5	0.01	47.9	4.0	3.6	-0.118	24.4	2.2
CCOC(=O)c1c(-c2ccccc2)oc2ccc(O)c(CN3CCCC3)c12	4.8	1	0.53	1.8	8.0	-0.9	0.142	4.1	8.5
CCOC(=O)c1ccc(N2C(=O)C3CC=C(C)CC3C2=O)cc1 (centres undefined)	-0.6	1	-0.76	3.3	2.0	-1.2	0.0276	2.4	8.2
Cc1cc(C)c(C(N)=O)c(NCCc2ccccc2)n1	-3.8	0.9	-0.32	8.2	16.0	3.4	0.15	-1.3	-2.1
CCCCNC(=O)c1ccc(CNc2c(N3CCC(C(=O)OCC)CC3)c(=O)c2=O)cc1	-2.4	·	3.93	·	·	-0.1	-0.0917	·	·
Cc1cc(Cl)ccc1OCC(=O)N1C(C)CCCC1C (centres undefined)	1.1	1.1	1.33	-8.2	14.0	-2.0	0.263	-1.7	-0.6
O=C(CSc1nnc(-c2ccccc2)o1)Nn1cnnc1	2.5	0.5	0.64	49.4	-1.0	-4.8	-1.33	2.4	-3.6
COc1ccc2ccccc2c1CNCc1ccccn1	0.4	1	-0.71	-4.5	6.0	-3.1	-0.272	5.5	0.3
CCOc1ccc(NC(=O)CSc2nnc(C)n2CCCOC)cc1	-0.1	0.9	2.08	9.1	5.0	-2.2	-0.521	8.8	9.1
COc1ccc(N(Cc2cc3cc(OC)ccc3[nH]c2=O)C(=O)c2cccnc2)cc1	-9.5	0.9	-0.37	7.0	0.0	9.0	-0.836	0.7	10.7
C=C(C)CN1C(=O)C(O)(CC(=O)c2ccc3c(c2)OCCO3)c2ccccc21 (centres undefined)	-9.2	0.6	0.16	40.0	3.0	9.1	0.672	41.2*	-9.7
Cc1cccc(OCC(=O)O/N=C(\N)c2ccc(Cl)cc2)c1	4.7	·	0.24	·	1.0	-2.5	0.0911	7.7	2.2
O=C(c1ccccc1Sc1cccc2ccccc12)N1CCOCC1	0.2	·	-0.59	·	·	-0.3	-0.175	·	·
CCOC(=O)Cn1nnc(-c2ccc(OCC(C)C)cc2)n1	3.5	0.7	0.35	32.1	-9.0	-3.0	-1.14	2.0	8.5
CCCOc1ccccc1-c1nc2c([nH]1)c(=O)[nH]c(=O)n2C	1.2	0.9	0.25	14.5	-2.0	-1.3	-0.657	2.1	1.2
CCCN(CCC)CC(O)COc1ccc([N+](=O)[O-])cc1 (centres undefined)	-1.6	0.9	1.37	10.7	3.0	6.8	0.58	6.6	0.5
C=CCNc1nc2c(c(=O)n(C)c(=O)n2C)n1Cc1ccc(F)cc1	0.1	1	·	3.6	-2.0	-3.4	-2.58	8.2	1.1
CN1C(=O)CC(c2ccco2)Sc2ccccc21 (centres undefined)	-8.0	0.9	0.59	14.5	5.0	5.5	-0.713	13.7	-25.9
Cc1ccc(S(=O)(=O)C(C#N)c2nc3ccccc3nc2N2CCCC2)cc1 (centres undefined)	-5.6	0.5	-1.11	54.6*	-1.0	4.2	-0.228	8.0	11.2
O=C(NCCc1ccc(Cl)cc1)c1cccnc1	-3.3	0.8	-0.46	18.4	7.0	3.2	-0.656	9.7	-6.4
CCOC(=O)N1CCN(C(=O)Cn2nc(-c3ccc(Cl)cc3)ccc2=O)CC1	-3.9	1	·	0.8	1.0	2.2	·	-0.8	-4.8
Cc1ccc2cc3c(NC(=O)CC(C)C)nn(C)c3nc2c1	12.1	0.8	-0.66	20.6	-12.0	-12.9	0.193	5.8	12.9
COc1ccccc1N1CCN(C(=O)CN(Cc2ccc(Cl)cc2)S(C)(=O)=O)CC1	-2.3	0.6	-0.02	41.4	-5.0	1.0	-0.434	1.3	-7.2
CN1C(=O)C2ON(c3ccccc3)C(c3cccs3)C2C1=O (centres undefined)	-2.5	0.7	-0.87	33.4	-5.0	3.4	-1.35	-1.9	-8.3
CC(=O)N1CCN(Cc2ccc(Br)s2)CC1	·	1.3	0.52	-28.2	8.0	·	-0.644	8.2	-2.0
O=C(NCCCN1CCOCC1)c1ccc(CS(=O)(=O)Cc2ccccc2Cl)o1	-7.3	1	0.98	2.7	0.0	4.4	-0.915	10.6	-2.4
CCOC(=O)c1c(NC(=O)COC)sc(C(C)=O)c1C	-2.3	0.6	0.14	38.3	-2.0	1.3	-0.421	11.5	10.7
COc1ccc(C)cc1NC(=O)CSc1nnc(COc2ccccc2)n1Cc1ccco1	-8.2	0.5	-0.29	49.1	-13.0	7.4	·	25.0	13.8
CC(C)C(=O)Nc1ccc2c(c1)C(=O)N(CCC(=O)O)C2=O	-11.6	1	2.49	-3.7	6.0	14.1	-0.277	-4.6	8.1
CCSc1nc(C2CC2)cc(-c2ccco2)c1C#N	-5.7	1.3	-0.83	-34.5	-4.0	8.3	0.211	20.6	0.5
CC1CCN(CCCNC(=O)C2CC(=O)N(C3CCCCCC3)C2)CC1 (centres undefined)	3.2	0.9	0.65	8.2	10.0	-3.8	0.056	1.6	-1.5
COc1ccc(C(C)=O)cc1CSc1nnc(C)s1	5.6	1	0.2	-2.1	4.0	-8.5	-0.158	4.4	-10.0
O=C(O)c1ccccc1-c1ccccc1C(=O)Nc1cccc2ccccc12	3.6	0.6	0.24	36.0	9.0	-0.6	0.227	9.4	-1.4
CCOC(=O)N1CCN(C(=O)CCCn2c(=S)[nH]c3ccccc3c2=O)CC1	1.7	0.8	-0.64	22.1	1.0	-7.1	4.6	11.4	1.3
CN(C)CCNc1oc(COc2ccc(Cl)cc2Cl)nc1C#N	2.3	0.9	1.32	9.2	7.0	1.1	-0.203	-3.4	0.8
O=C(NC1CC2CCCC(C1)N2C1CC1)NC12CC3CC(CC(C3)C1)C2 (centres undefined)	8.1	1.3	·	-33.1	·	-10.3	·	·	·
COc1ccc(-c2nc(SCC(=O)Nc3cc(C)on3)n[nH]2)cc1	-8.5	0.1	1.78	89.0*	3.0	7.3	1.22	4.4	3.1
C(=N\n1cnnc1)/c1ccc(N2CCOCC2)s1	·	0.8	-0.13	19.1	1.0	·	-0.171	-2.9	1.3
CCc1cccc(NC(=O)CS(=O)Cc2nc(-c3ccc(C)cc3)oc2C)c1 (centres undefined)	-2.6	0.1	·	88.3*	-9.0	-0.3	0.0079	34.5*	-10.0
CCOC(=O)NC(Nc1nc2ccccc2s1)(C(=O)OCC)C(F)(F)F (centres undefined)	1.6	0.2	-0.97	82.9*	-1.0	-2.7	0.285	0.3	-2.3
CN1C(=O)C2(N=c3ccccc3=N2)c2ccccc21	-6.1	0.2	1.38	80.0*	-2.0	5.5	0.177	26.5	4.8
CCn1c(CNC(=O)COc2ccc(C(C)C)cc2)nnc1SCC(=O)Nc1cc(F)ccc1C	-1.9	0.8	-0.62	18.9	6.0	4.0	1.46	5.2	-3.5
O=C(Cc1ccccc1)Nn1cnc2ccccc21	5.3	0.6	1.64	35.5	-5.0	-1.8	-1.82	11.3	-0.8
Cc1cccc2cc(COC(=O)c3cccnc3)c(=O)[nH]c12	-4.5	0.6	1.73	38.6	-1.0	3.9	0.494	9.0	1.5
O=C(CSc1nnc(-c2cccs2)o1)N1CCc2ccccc21	-9.3	1.1	0.29	-14.2	-3.0	7.1	-0.00734	1.8	4.3
O=C(c1ccco1)N1CCN=C1SCc1c(F)cccc1Cl	-1.4	1.3	-0.11	-34.1	1.0	2.0	0.325	2.1	6.7
CCOc1ccc2nnc(-c3ccc(Br)cc3)n2n1	5.4	·	-0.28	·	·	0.9	0.0637	·	·
O=C1CCCc2c1cc(C(=O)NCCCN1CCOCC1)c(=O)n2-c1ccc(Cl)cc1	-1.5	1	·	3.6	4.0	0.5	-0.259	6.1	0.8
COc1cccc(/C=c2\sc3nc(-c4cccs4)nn3c2=O)c1OC	-12.3	0.8	0.88	15.2	-9.0	10.2	·	4.7	12.5
COc1cccc(/C=N/NC(=O)C(=O)NCc2ccco2)c1O	2.1	0.9	-0.28	12.2	0.0	-4.7	-1.31	2.6	-6.2
COc1ccccc1/C=c1\sc2nc(-c3ccco3)nn2c1=O	2.6	1.1	0.37	-12.9	-3.0	-4.2	0.881	1.2	-4.3
CCOC(=O)Cc1csc(SCn2nnc3ccccc3c2=O)n1	·	1.1	-0.05	-9.8	4.0	·	-0.204	1.5	3.2
CS(=O)(=O)N(CC(O)Cn1c2ccccc2c2ccccc21)c1cccc2ccccc12 (centres undefined)	2.8	0	-1.09	99.6*	-6.0	-5.5	0.601	46.2*	6.2
Cc1cc(N2C3CCC2CC(O)(c2ccc(F)cc2)C3)nc(-c2ccccc2)n1 (centres undefined)	0.3	0	-3.07*	100.0*	-5.0	-3.0	0.239	26.7	-6.1
CC(C)Sc1nc2ccccc2n1CC(N)=O	-6.3	1.1	1.07	-12.3	-3.0	3.0	0.692	5.6	24.9
Cc1cc(C)cc(NCC(=O)Nc2c(C)cccc2C)c1	-8.4	0.9	-0.01	12.6	11.0	5.3	-0.931	37.1*	2.9
CCOC(=O)CSc1nc(-c2ccc(OC)cc2)ns1	8.6	1	1.41	-3.5	-2.0	-7.3	0.825	-1.3	-17.9
Cn1nnnc1SCc1ccc(C(=O)Nc2ccc(Br)cc2)cc1	-2.0	1	1.48	-3.4	-7.0	5.2	0.0676	-5.8	14.0
COc1cccc(-c2nc(CS(=O)(=O)CC(=O)NC3CCCc4ccccc43)c(C)o2)c1 (centres undefined)	-2.0	0.5	·	48.9	-7.0	-0.8	0.0362	19.6	0.8

An excerpt from above in order of the LYP inh 2 value, smallest number first.
compound | PTPN22 act | CYP2C9 act | Pyk2 oligo antag | CYP2C9 inhib | LYP inh 2 | DAT uptake mod
COc1cccc(/C=N/NC(=O)C(=O)NCc2ccco2)c1O | 2.1 | 0.9 | -0.28 | 12.2 | -4.7 | -1.31
COc1cccc(-c2nc(CS(=O)(=O)CC(=O)NC3CCCc4ccccc43)c(C)o2)c1 (centres undefined) | -2.0 | 0.5 | · | 48.9 | -0.8 | 0.0362
CC(C)Sc1nc2ccccc2n1CC(N)=O | -6.3 | 1.1 | 1.07 | -12.3 | 3.0 | 0.692

Following part:
SMILES	PTPN22 act	CYP2C9 act	Pyk2 oligo antag	CYP2C9 inhib	Ecoli WT expand	LYP inh 2	DAT uptake mod	PostGolgi ctrl	PostGolgi yeast
COc1ccc(C)cc1N(C)C(=O)c1coc(=O)c2ccccc12	9.4	0.7	-0.48	33.1	3.0	-5.3	0.529	27.0	-2.4
Nc1nc(CSc2nc3ccccc3[nH]2)cs1	9.7	0.6	-0.42	44.5	8.0	-13.4	-0.682	4.9	7.0
Cc1ccc(NC(=S)NNC(=O)Cn2nc([N+](=O)[O-])cc2C)cc1	-1.1	0.8	0.38	16.1	9.0	6.3	-0.506	2.8	-3.3
Cc1noc(/C=C/N(C)C)c1S(=O)(=O)N1CCCC(C(=O)NC2CCCCC2)C1 (centres undefined)	1.3	0.6	·	44.0	4.0	-3.1	1.47	5.3	7.3
OCCNc1nc2ccccc2[nH]1	7.0	1	0.5	2.6	2.0	-4.4	0.473	10.2	-5.6
COc1ccc(N2CCN(c3cc(C)c4ccc(O)cc4n3)CC2)cc1	·	·	·	·	-7.0	·	-0.37	29.5	2.4
CCN1CCCC1CNC(=O)C(=O)Nc1ccc(OC)cc1 (centres undefined)	7.5	1.1	0.33	-9.2	0.0	-4.0	-0.576	41.9*	-17.6
COc1ccc(NS(=O)(=O)c2ccc(OC)c3ccccc23)cn1	-1.9	0.1	-1.5	85.2*	10.0	-0.7	0.0417	1.0	-4.2

Single entries from the results shown.
In PostGolgi yeast, OCCNc1nc2ccccc2[nH]1 reads -5.6
In PTPN22 act, COc1ccc(C)cc1N(C)C(=O)c1coc(=O)c2ccccc12 reads 9.4
In PostGolgi yeast, Nc1nc(CSc2nc3ccccc3[nH]2)cs1 reads 7.0
In DAT uptake mod, Cc1noc(/C=C/N(C)C)c1S(=O)(=O)N1CCCC(C(=O)NC2CCCCC2)C1 (centres undefined) reads 1.47
In PostGolgi yeast, COc1ccc(NS(=O)(=O)c2ccc(OC)c3ccccc23)cn1 reads -4.2
